# Compound activity deposited in PubChem by Broad Institute.
# RAD52 anneal inh: RAD52 (human) annealing inhibition. recombinant RAD52 DNA annealing, FRET fluorescence. inhibition, % at 18.7 µM. hit rate 0.46% among 360,000. AID 651710;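 active = every replicate showing at least 50% inhibition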
# E-sel inducer: induces E-selectin expression in human endothelial cells | HUVEC E-selectin immunofluorescence imaging; normalized: neutral wells 0, TNF-alpha wells 100 | activation, % at 7.58 µM | hit rate 0.37% among 260,000 | AID 686992;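 active = mean E-selectin-positive cell signal at least 10% of the positive control, reached in at least 60% of replicates, without over 20% cell loss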;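 also: in these data hits start at about 27%; measured in HUVEC primary endothelial cells; signal is the percent of cells scored E-selectin positive by PE staining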
#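 Test system – human umbilical vein endothelial cells (HUVEC), E-selectin induction · Input – 3,000 HUVEC seeded per well · Buffer or medium – EGM-2, gelatin · Compound dosing – single-point compound dose · Detection – immunofluorescence imaging · Measure – percent E-selectin-positive cells · Controls – TNF-alpha high, DMSO low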
# ERp5 block: inhibitors of human ERp5. ERp5 insulin aggregation, absorbance 650 nm, 90 min. Q15084. inhibition, % at 9.99 µM. hit rate 0.05% among 350,000;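 active = mean replicate inhibition above about 25%, with every replicate also reaching it, limit read from the data, passing the limit was not always enough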
# RAD54 branch: inhibitors of human RAD54 branch migration; Q92698; RAD54 Holliday junction branch migration, FAM/BHQ fluorescence; inhibition, % at 10.4 µM; hit rate 0.14% among 360,000; AID 602329;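 active = mean normalized replicate activity at least 40 and at least half of replicates scoring 40 or more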;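 also: 0% = median of neutral control wells and 100% = median of positive control wells; inhibitors cause a drop in the FAM fluorescence signal; in these data hits start at about 50%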
# S100A4 MyoIIA: blocks human S100A4 binding to myosin IIA peptide. hit rate 0.14% among 360,000. P26447. inhibition, % at 10.7 µM. S100A4/TAMRA-MyoIIA peptide fluorescence polarization;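 active = mean inhibition of at least 70% across replicates, with every replicate also reaching that level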
# Target sequence (P26447 whole entry, looked up): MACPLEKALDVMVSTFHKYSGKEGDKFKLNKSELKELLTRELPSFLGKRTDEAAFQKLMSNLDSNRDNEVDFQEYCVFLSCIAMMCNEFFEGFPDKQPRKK
#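 Test system: S100A4 monomer protein. Medium: HEPES buffer with Ca2+, pH 7.2. Reagent: fluorescent myosin IIA peptide, 5 nM. Compound dosing: single-point compound testing. Timing: 5 min between mix addition and reading. Benchmarks: DMSO neutral and TFP positive wells.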
# XiGFP reactiv: X-chromosome reactivation activator | XiGFP mouse fibroblasts, % GFP-positive cells imaging, 3 d; cells co-treated with 5-aza-dC sensitizer; scaled so ellipticine positive control = 100% | activation, % at 7.58 µM | hit rate 0.055% among 360,000;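 active = mean normalized replicate activation at least 10% and every replicate at or above 10%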;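 also: 0% = median of on-plate neutral control wells and 100% = ellipticine 6 µM median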
#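 System: XiGFP fibroblasts, SV40-immortalized. Medium: DMEM plus 5-aza-dC sensitizer. Doses: single point. Timing: 3 d treatment, 15 min room-temperature fixation. Control set: ellipticine 6 µM.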
# esBAF inh: inhibitors of esBAF chromatin remodeling in mouse ES cells; reporter increase, % at 12.5 µM; Bmi1-luciferase knock-in reporter, 24 h; 100% = twice the neutral-well signal; hit rate 2% among 350,000; in the data active = activation above about 40%;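 also: 0% = median of the plate's neutral control wells and 100% = double that signal; a rise in the Bmi1 reporter signal indicates esBAF inhibition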
# ERAP1 inh: ERAP1 (human) enzyme inhibition; Q9NZ08; recombinant ERAP1, Leu-AMC fluorescence, 60 min; inhibition, % at 10.7 µM; hit rate 0.15% among 340,000;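 active = mean replicate inhibition of at least 30%, or all replicates individually reaching that 30% level; inactive = mean below 30% and not every replicate reaching it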;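 also: 0% = neutral control wells and 100% = L-leucinethiol positive control wells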
# Target sequence (Q9NZ08 whole entry, looked up): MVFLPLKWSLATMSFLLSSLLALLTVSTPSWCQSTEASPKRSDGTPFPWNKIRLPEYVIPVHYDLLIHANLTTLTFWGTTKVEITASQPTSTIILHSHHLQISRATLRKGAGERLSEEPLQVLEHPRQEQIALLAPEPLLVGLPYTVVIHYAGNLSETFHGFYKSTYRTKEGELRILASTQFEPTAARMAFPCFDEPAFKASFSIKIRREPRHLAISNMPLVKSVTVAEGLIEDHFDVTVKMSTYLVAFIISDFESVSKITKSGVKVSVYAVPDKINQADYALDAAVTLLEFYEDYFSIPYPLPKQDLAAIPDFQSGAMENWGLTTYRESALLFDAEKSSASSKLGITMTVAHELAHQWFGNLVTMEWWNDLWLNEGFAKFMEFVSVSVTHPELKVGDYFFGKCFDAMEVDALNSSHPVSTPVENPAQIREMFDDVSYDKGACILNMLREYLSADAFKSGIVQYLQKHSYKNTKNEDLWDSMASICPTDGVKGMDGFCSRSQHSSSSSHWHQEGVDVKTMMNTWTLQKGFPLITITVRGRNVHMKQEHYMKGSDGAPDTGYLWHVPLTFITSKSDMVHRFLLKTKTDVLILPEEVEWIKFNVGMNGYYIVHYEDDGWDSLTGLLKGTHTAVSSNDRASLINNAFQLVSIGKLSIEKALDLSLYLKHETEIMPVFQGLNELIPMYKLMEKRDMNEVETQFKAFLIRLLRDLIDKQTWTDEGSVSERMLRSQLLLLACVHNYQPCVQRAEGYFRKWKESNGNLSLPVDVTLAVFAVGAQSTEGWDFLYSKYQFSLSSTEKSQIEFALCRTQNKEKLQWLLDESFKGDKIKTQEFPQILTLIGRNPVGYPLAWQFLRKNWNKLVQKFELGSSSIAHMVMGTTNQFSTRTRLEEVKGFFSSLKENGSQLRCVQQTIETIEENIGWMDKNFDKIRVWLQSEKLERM
# Starred values were filed as active, the others as inactive; · = not tested or not shown. Hits appear at their usual frequency; 2.5% or so of the library scored in one or more.
# A first look:
# Each structure is followed by: RAD54 branch, E-sel inducer, XiGFP reactiv, esBAF inh, S100A4 MyoIIA, ERp5 block, ERAP1 inh, RAD52 anneal inh
> CN(c1ccc(C(=O)N/N=C/c2cccc([N+](=O)[O-])c2)cc1)S(=O)(=O)c1ccccc1
 : 1, ·, 0.1, 24, -2, 3, -3, -15
> CCOC(=O)c1c(C)c2c(=O)[nH]cnc2n1-c1ccccc1
 : ·, ·, 0.0, -4, -8, -2, 2, -13
> CCOC(=O)c1cc(C)sc1NC(=O)CN1CCN(C(=O)c2ccco2)CC1
 : -7, -0.6, 0.0, 7, 2, 5, -2, -10
> Brc1ccc(-c2nnc3sc(CN4CCc5ccccc5C4)cn23)cc1
 : ·, 0.1, 0.0, ·, 4, 3, 1, -17
> Cc1cc(C)c2c(n1)SCC(=O)N2CC(=O)Nc1cccc(Cl)c1
 : 2, ·, -0.1, -1, -1, -8, 0, -16
> O=S(=O)(NCCNc1nccc(C(F)(F)F)n1)c1ccccc1
 : ·, -0.5, -0.1, ·, 0, 0, 3, -4
> CC(C)CN(C(=O)COC(=O)c1ccc2ccccc2n1)C1CCS(=O)(=O)C1 (stereo unspecified)
 : ·, ·, 0.3, ·, -3, 4, 7, -11
> C[C@@H]1CN([C@@H](C)CO)C(=O)c2cc(NC(=O)Cc3ccccc3)ccc2O[C@H]1CN(C)Cc1ccc(C(F)(F)F)cc1
 : 4, -0.9, 0.2, 3, -3, -1, 7, 4

# All compounds of this part, repeating the preview:
# Each structure is followed by: RAD54 branch, E-sel inducer, XiGFP reactiv, esBAF inh, S100A4 MyoIIA, ERp5 block, ERAP1 inh, RAD52 anneal inh
> CN(c1ccc(C(=O)N/N=C/c2cccc([N+](=O)[O-])c2)cc1)S(=O)(=O)c1ccccc1
 : 1, ·, 0.1, 24, -2, 3, -3, -15
> CCOC(=O)c1c(C)c2c(=O)[nH]cnc2n1-c1ccccc1
 : ·, ·, 0.0, -4, -8, -2, 2, -13
> CCOC(=O)c1cc(C)sc1NC(=O)CN1CCN(C(=O)c2ccco2)CC1
 : -7, -0.6, 0.0, 7, 2, 5, -2, -10
> Brc1ccc(-c2nnc3sc(CN4CCc5ccccc5C4)cn23)cc1
 : ·, 0.1, 0.0, ·, 4, 3, 1, -17
> Cc1cc(C)c2c(n1)SCC(=O)N2CC(=O)Nc1cccc(Cl)c1
 : 2, ·, -0.1, -1, -1, -8, 0, -16
> O=S(=O)(NCCNc1nccc(C(F)(F)F)n1)c1ccccc1
 : ·, -0.5, -0.1, ·, 0, 0, 3, -4
> CC(C)CN(C(=O)COC(=O)c1ccc2ccccc2n1)C1CCS(=O)(=O)C1 (stereo unspecified)
 : ·, ·, 0.3, ·, -3, 4, 7, -11
> C[C@@H]1CN([C@@H](C)CO)C(=O)c2cc(NC(=O)Cc3ccccc3)ccc2O[C@H]1CN(C)Cc1ccc(C(F)(F)F)cc1
 : 4, -0.9, 0.2, 3, -3, -1, 7, 4
> CCC(=O)N(C)C[C@@H]1Oc2cc(C3=CCCC3)ccc2S(=O)(=O)N([C@H](C)CO)C[C@@H]1C
 : 4, 0.1, -0.6, -2, -3, 0, 0, 6
> Cc1ccc(CCCNC(=O)C2CCC(=O)N(Cc3cccc(F)c3)C2)cc1 (stereo unspecified)
 : 2, ·, -0.1, -1, -3, 8, 0, -8
> COc1ccc(C(=O)C(=NNc2ccccc2)c2ccc(OC)cc2)cc1
 : 13, -0.1, 0.0, -37, 0, -14, 8, -6
> CCOC(=O)N1CCN(C(=O)C[C@@H]2C[C@@]3(C(=O)OC)CC(C)(C)CC=C3N(Cc3ccccc3)C2=O)CC1
 : ·, -0.4, -0.2, ·, -4, -4, 0, 3
> COc1cccc(C(O)c2nc(-c3cccc(C#N)c3)cs2)c1 (stereo unspecified)
 : -7, -0.2, 0.0, 0, -5, 3, -2, -11
> COc1ccc(CNC(=O)CSc2nc3ccc(C)cc3[nH]2)cc1OC
 : 0, ·, 0.0, -10, -5, -5, -1, -12
> COCCNC(=O)C1(C)CCCN(Cc2cc(-c3ccccc3)n(C)n2)C1 (stereo unspecified)
 : -4, 0.0, 0.1, -5, -6, -2, -3, -11
> CN(C)c1ccnc(Nc2ccccc2)c1C#N
 : -2, ·, 0.1, ·, -19, 4, 8, -9
> COc1ccc(OC)c(CCNC(=O)CCc2nnc3ccc(N4CCOCC4)nn23)c1
 : 6, -0.6, 0.0, -2, 0, 7, -1, 0
> COc1ccc(S(=O)(=O)Nc2ccc3c(c2)C(=O)N([C@@H](C)CO)C[C@H](C)[C@@H](CN(C)S(=O)(=O)c2cn(C)cn2)OCCCC[C@H](C)O3)cc1
 : 9, -0.1, -1.0, -4, -5, 0, 1, 3
> CN(C)CCn1c2c(c(SCC(=O)N3CCc4ccccc43)nc1=O)CCCC2
 : 1, ·, 0.2, 0, -5, 4, -8, 13
> COC(=O)[C@]12C[C@H](CC(=O)NCc3ccc(C)o3)C(=O)N(Cc3ccccc3)C1=C[C@H](C1CCCC1)O[C@@H]2C
 : ·, -0.2, -0.1, ·, 0, 6, -3, -15
> CCOc1ccc(NC(=O)C2CCN(S(=O)(=O)c3ccc4c(c3)CC(C)N4C(C)=O)CC2)cc1 (stereo unspecified)
 : -5, 0.1, 0.0, 16, 0, 1, 0, -3
> Cc1ccccc1C(=O)NNS(=O)(=O)c1cccc([N+](=O)[O-])c1
 : -9, ·, 0.2, 4, 0, 7, 1, -8
> CCN(Cc1ccccc1)C(=O)CCNS(=O)(=O)c1cc(Br)cnc1N
 : 0, 0.9, 0.0, 4, 0, -4, 5, -10
> CCOCCCNC(=S)N1CCN(c2nc(-c3ccccc3)cs2)CC1
 : 1, -0.2, 0.0, 12, 1, 0, 2, -18
> Cc1noc(C)c1S(=O)(=O)Nc1ccc2c(c1)CC(=O)N([C@@H](C)CO)C[C@@H](C)[C@H](CN(C)Cc1ccc(Oc3ccccc3)cc1)O2
 : 1, -0.1, 0.0, 1, ·, ·, ·, ·
> CCCc1cc(Nc2ccc(C)cc2)n2ncnc2n1
 : -7, 0.1, 0.0, -8, 2, -6, 0, -4
> O=C(Nc1cccc(F)c1)N1C[C@H]2[C@@H](c3ccccc31)[C@@H](CO)N2C(=O)Cc1ccccc1
 : 15, -0.3, 0.4, 4, -7, -3, 1, 2
> S=C(Nc1cccnc1)N1CCCCC1
 : 1, ·, 0.0, 10, -1, 2, 2, -6
> C/C(=N\Nc1nc2ccccc2[nH]1)c1ccc2c(c1)OCO2
 : 22, ·, 0.0, 11, 6, -1, -12, -12
> CC1(C)CC[C@]2(C(=O)O[C@@H]3O[C@H](CO)[C@@H](O)[C@H](O)[C@H]3O)CC[C@]3(C)C(=CCC4[C@@]5(C)CC[C@H](O[C@@H]6O[C@H](C(=O)O)[C@@H](O[C@H]7OC[C@@H](O)[C@@H](O)[C@@H]7O)[C@H](O)[C@H]6O)C(C)(C)C5CC[C@]43C)[C@@H]2C1 (stereo partly specified)
 : -7, 0.3, 0.0, 11, -5, -2, ·, -7
> CCOC(=O)c1c(NC(=O)C2CCCO2)sc(C)c1C (stereo unspecified)
 : 18, ·, 0.0, -6, -1, 6, 11, -15
> CCOc1ccc(S(=O)(=O)NCCC(=O)NCc2ccccn2)cc1
 : ·, -0.2, -0.1, 5, -3, 5, -1, -6
> CC(C)C[C@@H]1COCc2cn(nn2)CC[C@H](C)C(=O)N1
 : ·, 0.1, 0.0, ·, 5, -1, 3, 2
> COc1ccc2[nH]cc(CCNC(=O)c3ccc([N+](=O)[O-])cc3)c2c1
 : ·, 2.3, 0.3, ·, 3, 1, 1, -13
> COc1ccc(NS(=O)(=O)c2cc3c4c(c2)C(C)C(=O)N4CCC3)cc1 (stereo unspecified)
 : -8, ·, 0.0, 9, -5, 6, 0, -5
> COC(=O)C1=C(C)N(Cc2ccccc2C(F)(F)F)C(=NCc2ccc(C(F)(F)F)cc2)NC1c1ccc(F)cc1 (stereo unspecified)
 : ·, -0.5, 0.3, ·, -11, 0, 5, 30
> O=C1CC(c2ccco2)CC(O)=C1C=Nc1cc(Cl)ccc1Cl (stereo unspecified)
 : 2, 3.2, 0.9, 2, ·, ·, ·, ·
> CN(C)/C=C/C(=C\C(=O)C(F)(F)F)Nc1ccc(C(F)(F)F)cc1
 : ·, ·, 0.0, ·, -6, -2, -2, -47
> C[C@@H](NC(=O)[C@@H]1CCCN1C(=O)[C@@H]1CCCN1C(=O)c1cccs1)c1ccccc1
 : ·, 0.3, 0.0, ·, 3, -4, ·, -4
> COc1ccc(-c2nc3ncccc3o2)cc1NC(=O)c1ccco1
 : -41, ·, 0.0, 10, -2, 4, -3, 4
> CC(C)Cn1nc(-c2ccccc2)c2ccccc2c1=O
 : 4, ·, 0.0, -11, -3, 2, -2, -5
> CC(C)Oc1ccc(C(CC(=O)NCc2ccco2)c2ccccc2)cc1 (stereo unspecified)
 : -11, ·, ·, 3, -10, -3, 0, -12
> O=C(C[C@@H]1CC[C@H](NS(=O)(=O)c2ccc(F)cc2)[C@H](CO)O1)NC1CCC1
 : 5, 0.1, -0.5, -2, 6, -3, -2, 10
> COc1ccc(NC(=O)CN(C)C(=O)c2cc(S(=O)(=O)N3CCCCCC3)ccc2OC)cc1
 : 1, 0.5, 0.0, 3, -2, 0, 11, -4
> COc1ccc(CNC(=O)C2(CC3CC(c4ccccc4)=NO3)CCN(C(=O)C3(C)CC3)CC2)cc1 (stereo unspecified)
 : 7, 0.3, 0.0, 2, ·, ·, ·, ·
> O=C(c1ccco1)N1CCN(S(=O)(=O)c2ccc(Br)cc2)CC1
 : -7, 0.1, -0.1, -10, -3, 1, -2, -6
> COc1ccc(CCNC(=O)COC(=O)/C=C/c2cccs2)cc1
 : ·, -0.7, 0.3, ·, -3, 5, 3, -22
> COC(=O)C1CC(O)CN1C(=O)NC1CCCCC1 (stereo unspecified)
 : ·, ·, 0.0, ·, -8, 1, 6, 0
> C[C@@H]1CCCCO[C@@H](CN(C)C(=O)Nc2cccc3ccccc23)[C@@H](C)CN([C@H](C)CO)C(=O)c2cc(NC(=O)CCCCCC(=O)Nc3ccccc3N)ccc2O1
 : -2, 0.2, -0.4, 2, 2, -9, -1, -8
> O=C(c1ccccc1F)N1C[C@H]2[C@@H](c3ccccc31)[C@H](CO)N2C(=O)c1ccncc1
 : 12, 0.0, 0.0, -5, -4, 6, -1, 6
> CC(C)(C)[C@H]1COC(=O)[C@@H](Cc2ccc(F)cc2)CC/C=C/C[C@@H](CC(=O)N[C@@H](CO)Cc2ccccc2)C(=O)N1
 : -15, -0.2, 0.6, 0, -3, 3, ·, -5
> CC(NC(=O)CNC(=O)[C@@H]1Cc2ccccc2CN1)c1ccccc1 (stereo partly specified)
 : 4, ·, 0.2, 3, -4, -1, -2, -13
> C[C@@H]1CN([C@@H](C)CO)C(=O)c2cc(/C=C/c3ccccc3)cnc2O[C@H]1CN(C)S(=O)(=O)c1cccs1
 : -1, 0.4, -0.3, -19, 94*, 3, 0, -4
> CC(C)OCCCN(C)C1CCN(S(=O)(=O)c2ccc(-c3cc(C(F)(F)F)no3)s2)CC1
 : -4, ·, 0.0, -1, 34, -1, 5, -9
> COc1ccc(NC(=O)c2csc(C)c2)cc1OC
 : -2, 0.0, -0.2, ·, -4, 2, -2, 2
> COc1ccc(CN=C2NN=C(c3ccccc3)CS2)cc1
 : ·, 9.7, 0.1, ·, 2, -1, 0, -22
